NALP3 yeast inh = NALP3 inflammasome inhibitors in reconstituted yeast, primary screen, luminescence, uHTS | inhibition, % at 10 µM | Yeast reconstituted NLRP3/ASC/caspase-1, beta-gal luminescence, 24 h | 330,000 tested, 0.39% active;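 active = inhibition of 50% or more; inactive = inhibition below 50%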;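 note: plate controls were induced DMSO wells for no effect and uninduced yeast grown without galactose for full effect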
Apaf1 inhib = inhibitors of human Apaf-1 apoptosome, primary screen, biochemical, DEVD-Rh110 fluorescence, uHTS; reconstituted apoptosome caspase-3 activity; AID 489030, 2010; 330,000 tested, 0.71% active; inhibition, % at 20 µM; active = inhibition of at least 40% at 20 µM;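 note: plate controls were DMSO wells for no effect and DEVD-CHO caspase inhibitor wells for full effect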
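Material: reconstituted apoptosome with Apaf-1, cytochrome c, caspase-9, procaspase-3, dATP / Buffer or medium: pH 7.5 Hepes buffer with CHAPS, BSA, DTT / Also added: cytochrome c with DEVD-Rh110 / Schedule: compound with Apaf-1, dATP, procaspase-3 30 min, then 50 min reaction, room temperature / Technique: rhodamine 110 fluorescence at Ex 480/Em 540 nm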
mIAP block = inhibitors of mouse IAP, primary screen, biochemical, luminescence, uHTS; intestinal alkaline phosphatase [Mus musculus]; AID 2806, 2010; 330,000 tested, 0.2% active; inhibition, % at 10 µM; purified mouse IAP, CDP-Star luminescence, 30 min;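 active = inhibition of at least 40% at 10 µM in the primary screen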;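 note: plate controls were DMSO with enzyme for no effect and no enzyme wells for full effect; values of inactives mirror those of a sister screen read the other way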
tim10-1 inh = growth inhibitors of tim10-1 mutant yeast, primary screen, luminescence, uHTS | S. cerevisiae tim10-1 ts strain growth, BacTiter-Glo, 24 h | inhibition, % at 20 µM | 330,000 tested, 2.2% active;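 active = inhibition of at least 40%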;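 note: mutant grown at 25 °C; 0% = DMSO wells with yeast and 100% = wells holding no yeast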
hIAP inh = human IAP inhibitors, primary screen, biochemical, luminescence, uHTS. Intestinal-type alkaline phosphatase (Homo sapiens), P09923. purified IAP, CDP-Star luminescence, 30 min. inhibition, % at 10 µM. 330,000 tested, 0.12% active. AID 2544, 2010;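 active = inhibition reaching a set limit with compound at 10 µM in the primary screen, cut at about 35% in these data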;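 note: plate controls were DMSO wells with enzyme for no effect and no-enzyme buffer wells for full effect; values of inactives mirror those of a sister screen read the other way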
Target sequence (P09923 whole entry, looked up): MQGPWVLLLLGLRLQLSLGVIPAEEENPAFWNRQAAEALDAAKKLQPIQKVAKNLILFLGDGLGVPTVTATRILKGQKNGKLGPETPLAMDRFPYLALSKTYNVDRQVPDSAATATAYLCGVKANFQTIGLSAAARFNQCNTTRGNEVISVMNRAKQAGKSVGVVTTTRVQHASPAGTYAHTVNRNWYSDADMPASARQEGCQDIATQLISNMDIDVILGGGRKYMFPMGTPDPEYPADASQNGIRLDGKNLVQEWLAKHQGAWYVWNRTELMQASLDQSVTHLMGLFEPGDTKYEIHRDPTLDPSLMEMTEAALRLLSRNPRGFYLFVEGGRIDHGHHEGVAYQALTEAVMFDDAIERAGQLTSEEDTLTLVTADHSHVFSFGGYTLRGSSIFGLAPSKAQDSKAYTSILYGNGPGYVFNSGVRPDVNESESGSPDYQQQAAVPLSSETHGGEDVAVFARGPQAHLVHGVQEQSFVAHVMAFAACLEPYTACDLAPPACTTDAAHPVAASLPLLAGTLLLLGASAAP
hIAP activ = human IAP activators, primary screen, biochemical, luminescence, uHTS; Intestinal-type alkaline phosphatase (Homo sapiens), P09923; purified human IAP, CDP-Star luminescence, 30 min; active compounds read high; 1 = vehicle-only enzyme, 0 = enzyme-free background; activation factor at 10 µM; 330,000 tested, 0.16% active;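 active = activation factor of the enzyme at least 2-fold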; note: the source names both 10 and 20 µM as test concentration; values of inactives mirror those of a sister screen read the other way
ATG4B inhibitor = ATG4B protease inhibitors, primary screen, biochemical, fluorescence, uHTS | ATG4B cleavage of LC3-PLA2, NBD-HPC fluorescence, 1 h | inhibition, % at 8.33 µM | 340,000 tested, 0.51% active | AID 504462, 2011; in the data active = inhibition above about 40%
Target sequence (Q9Y4P1 whole entry, looked up): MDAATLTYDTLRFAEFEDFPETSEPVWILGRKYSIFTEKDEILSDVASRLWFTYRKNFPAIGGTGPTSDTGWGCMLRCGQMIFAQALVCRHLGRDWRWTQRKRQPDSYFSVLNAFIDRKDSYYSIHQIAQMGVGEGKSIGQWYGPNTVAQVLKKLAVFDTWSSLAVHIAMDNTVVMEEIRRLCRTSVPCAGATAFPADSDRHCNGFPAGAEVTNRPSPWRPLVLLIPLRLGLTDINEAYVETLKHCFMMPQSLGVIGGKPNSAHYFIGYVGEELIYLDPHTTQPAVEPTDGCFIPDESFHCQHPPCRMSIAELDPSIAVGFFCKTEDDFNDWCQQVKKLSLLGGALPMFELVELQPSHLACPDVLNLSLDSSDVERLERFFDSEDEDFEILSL
TIM10 inh = growth inhibitors of isogenic TIM10 control yeast, primary screen, counter-screen for tim10-1 yeast inhibitor project, luminescence, uHTS; S. cerevisiae TIM10 strain growth, BacTiter-Glo luminescence, 24 h; AID 463195, 2010; 330,000 tested, 1.4% active; inhibition, % at 10 µM;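 active = inhibition of 40% or more at the single tested concentration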;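 note: wild-type TIM10 isogenic control strain grown at permissive 25 °C; 0% = DMSO yeast wells and 100% = minimal medium wells without yeast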
mIAP activ = activators of mouse IAP, primary screen, biochemical, luminescence, uHTS. muIAP, CDP-Star luminescence, 30 min; active compounds read high; 1 = vehicle-only enzyme signal, 0 = enzyme-free wells. 330,000 tested, 0.24% active. activation factor at 10 µM;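 active = activation factor of at least 2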; note: the source names both 10 and 20 µM as test concentration; values of inactives mirror those of a sister screen read the other way
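System: mouse IAP enzyme. Reagent: CDP-Star chemiluminescent phosphatase substrate. Benchmarks: DMSO wells, no-enzyme wells. Times: 30 min enzyme-substrate-compound incubation at room temperature. Detection: luminescence from enzymatic CDP-Star hydrolysis. Doses: test compounds delivered from DMSO solution.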
Active calls of the source: *; . = not tested or not shown.

SMILES	NALP3 yeast inh	Apaf1 inhib	mIAP block	tim10-1 inh	hIAP inh	hIAP activ	ATG4B inhibitor	TIM10 inh	mIAP activ
O=C(N/N=C/C=C\c1ccccc1[N+](=O)[O-])c1cccnc1	15	-10	2	4	-4	1	-4	8	0.98
O=C(NCCc1ccc(Cl)cc1Cl)c1cc([N+](=O)[O-])c[nH]c1=O	0	9	4	21	-4	1	0	-5	0.96
Cc1cc(OCCN2CCOCC2)ccc1[N+](=O)[O-]	1	-14	4	-11	-6	1.1	2	-3	0.96
CC(=O)Nc1ccccc1NC(=O)C/C(C)=N/NC(=O)c1ccncc1	8	-12	0	15	-24	1.2	1	2	1
CCOC(=O)/C(N=Nc1ccc(F)cc1)=C(/O)c1ccc([N+](=O)[O-])cc1	14	2	6	16	0	1	8	-20	0.94
Cc1c(C(=O)Nc2ccccc2)oc2c1C(=O)CC(C)(C)C2	14	-15	2	-7	17	0.83	-5	-27	0.98
O=C(NN1CCOCC1)c1cccc(F)c1	-7	-7	-11	-10	-3	1	1	12	1.1
c1ccc(-n2nnnc2SCc2cccc3nsnc23)cc1	15	16	12	40*	7	0.93	-6	23	0.88
Cc1cccc(/C=N/NC(=O)c2c(-c3ccccc3)noc2C)c1O	13	-5	11	24	-93	1.9	-14	33	0.89
Cc1cc(C)c(C)c(S(=O)(=O)NC2CCN(Cc3ccccc3)CC2)c1C	29	4	0	20	-15	1.1	-19	20	1
CSc1nnc(SCC(=O)Nc2ccc3[nH]c(=O)[nH]c3c2)s1	6	-5	4	-6	16	0.84	0	6	0.96
Cc1cccc(Nc2nnc(SCC(=O)c3ccc(Br)s3)s2)c1C	28	-8	11	38	10	0.9	36	31	0.89
CC(=O)N1c2ccccc2C(=O)C1N1CCCCC1 (stereo not given)	13	14	-16	2	3	0.97	-2	-1	1.2
O=C(O)/C=C/C(=O)NNC(=O)c1ccc(Br)cc1	5	-4	9	11	-4	1	6	4	0.91
COCCNC(=O)c1ccccc1NC(=O)CN(c1ccc2c(c1)OCO2)S(C)(=O)=O	4	0	12	-10	-18	1.2	-2	7	0.89
Cc1ccc2c(C)c(C(=O)N3CCC(N4CCC(C(=O)NC5CC5)CC4)CC3)oc2c1	10	5	-7	-1	-17	1.2	-2	-16	1.1
CCc1ccccc1OCC(=O)Nc1ccc(N2CCCC2)cc1C	16	43*	1	12	10	0.9	12	-3	0.99
COC(=O)C1C(=O)c2c([nH]c(C(=O)OCC3CCCO3)c2C)CC1C (stereo not given)	-6	-2	-6	22	-17	1.2	-2	7	1.1
CC(=O)c1cc2c(cc1NS(=O)(=O)c1ccccc1F)OCO2	2	3	1	17	9	0.91	-7	21	0.99
O=C(N/N=C/c1ccco1)/C(=C/c1cccc([N+](=O)[O-])c1)NC(=O)c1ccccc1	13	5	12	-4	6	0.94	9	12	0.89
O=C(NCc1ccccn1)C1CCN(S(=O)(=O)N2CCCCC2)CC1	10	0	-12	-19	-16	1.2	-2	-12	1.1
Cc1cc(C)c(NC(=O)c2cc3c(nc4sccn43)s2)c(C)c1	6	10	13	35	-3	1	-15	31	0.87
CC(C)(C)NC(=O)CSc1nnc(CN2CCCCCC2=O)n1-c1ccccn1	13	-7	3	8	0	1	3	-5	0.97
O=C(N/N=C/c1cc([N+](=O)[O-])ccc1Cl)c1cnccn1	18	-1	8	-5	3	0.97	-7	9	0.93
CCOC(=O)CCCn1ccc2cc(S(=O)(=O)N3CCCC3)ccc21	-2	7	-4	30	-12	1.1	-3	10	1
COc1ccc(CCN2C(=O)c3ccccc3NC2c2cc(Cl)c(O)c(OC)c2)cc1 (stereo not given)	8	17	-4	5	-2	1	-5	0	1
CC(=O)CC(=O)Nc1cccc2c1CCCC2	13	-3	-15	29	-10	1.1	-1	-1	1.2
CC(=O)NC(CCCNC(=S)NC1CCCCC1)C(=O)O (stereo not given)	3	-5	5	-1	-14	1.1	-5	-5	0.95
CCOc1ccc(C(=O)CSc2nnc3ccccn23)cc1	7	3	-2	15	-28	1.3	-18	2	1
CSCC[C@H](NC(=O)N1CCn2c1nc1ccccc12)C(=O)N[C@@H](C(=O)O)c1ccccc1	10	0	6	-13	7	0.93	-8	1	0.94
Nc1nonc1-c1noc(CCCCCN2C(=O)c3ccccc3C2=O)n1	24	2	4	9	-6	1.1	9	1	0.96
COc1ccc(N(CC(=O)Nc2c(C)n(C)n(-c3ccccc3)c2=O)S(=O)(=O)c2ccccc2)cc1OC	-10	-4	3	9	5	0.95	1	9	0.97
COC(=O)c1cc(S(=O)(=O)NCCc2sccc2C)c[nH]1	2	2	3	9	-23	1.2	-3	3	0.97
O=C1CCN(S(=O)(=O)c2ccccc2)CCN1CCOCc1cccc(F)c1	16	-3	29	-5	1	0.99	-9	13	0.71
COc1cc2c(cc1NC(=O)CSc1cccc[n+]1[O-])oc1ccccc12	26	9	-4	12	19	0.81	-21	17	1
COc1ccc(/C=N/NC(=O)C(C)n2cnc3ccccc3c2=O)cc1OC (stereo not given)	2	6	-1	15	5	0.95	-2	-20	1
CC(=O)c1ccc(OCC(=O)c2ccc(-c3ccccc3)cc2)cc1	23	11	4	5	3	0.97	21	11	0.96
CC(C)c1ccc(S(=O)(=O)Nc2ccc(O)c(Sc3ncn[nH]3)c2)cc1	-1	7	35	-7	-69	1.7	-8	1	0.65
CCCCNC(=O)COCc1cc(-c2ccc3c(c2)OCO3)on1	-59	-1	1	10	-12	1.1	-8	10	0.99
Nc1nc(-c2ccccc2Br)cs1	1	4	-8	16	-4	1	0	16	1.1
COc1cc2c(cc1OC)-c1cc(NC3CCCCCC3)nc(=O)n1CC2	-4	10	-16	-7	-1	1	-1	-12	1.2
COc1ccc(-c2[nH]ncc2CN(C)C(C)c2ccon2)cc1F (stereo not given)	17	-5	-6	5	10	0.9	12	-3	1.1
CCOC(=O)CC(=O)CSc1nc2ccccc2c(=O)n1-c1ccc(C(=O)NCCOC)cc1	-10	-17	15	8	8	0.92	-2	3	0.85
COc1ccc(S(=O)(=O)Nc2ccccc2OC)cc1NC(=O)Cc1cccs1	0	8	8	16	-18	1.2	-13	9	0.92
O=C(NCc1ccccc1)C1=C[C@H](C2CC2)C[C@H](OCc2ccc(CO)cc2)O1	21	7	3	18	11	0.89	1	14	0.97
COc1cc(CCC(=O)Nc2c(C(=O)N3CCN(c4ccccc4)CC3)oc3ccccc23)on1	9	18	-5	32	18	0.82	0	7	1.1
CCOC(=O)C1=CC[C@@H](c2ccccc2Cl)N(S(=O)(=O)c2ccc(C)cc2)[C@H]1C(=O)OCC	10	6	16	16	7	0.93	-7	7	0.84
CCN(CC)C(=O)c1[nH]cnc1C(=O)Nc1cccc(C)c1	11	-5	12	22	0	0.99	-11	14	0.88
O/N=C/c1cc(Cl)ccc1OCc1ccccc1Cl	-39	20	-4	26	-23	1.2	37	38	1
O=[N+]([O-])c1nn(-c2ccc3c(c2)OCCO3)n(O)c1=NCc1ccc(F)cc1	27	0	-2	2	25	0.75	-1	7	1

A different layout for part of the listing above.
structure: O=C(NCc1ccccc1)C1=C[C@H](C2CC2)C[C@H](OCc2ccc(CO)cc2)O1
  NALP3 yeast inh = 21; Apaf1 inhib = 7; mIAP block = 3; tim10-1 inh = 18; hIAP inh = 11; hIAP activ = 0.89; ATG4B inhibitor = 1; TIM10 inh = 14; mIAP activ = 0.97

structure: COc1ccc(S(=O)(=O)Nc2ccccc2OC)cc1NC(=O)Cc1cccs1
  NALP3 yeast inh = 0; Apaf1 inhib = 8; mIAP block = 8; tim10-1 inh = 16; hIAP inh = -18; hIAP activ = 1.2; ATG4B inhibitor = -13; TIM10 inh = 9; mIAP activ = 0.92

structure: COC(=O)C1C(=O)c2c([nH]c(C(=O)OCC3CCCO3)c2C)CC1C (stereo not given)
  NALP3 yeast inh = -6; Apaf1 inhib = -2; mIAP block = -6; tim10-1 inh = 22; hIAP inh = -17; hIAP activ = 1.2; ATG4B inhibitor = -2; TIM10 inh = 7; mIAP activ = 1.1

The list goes on:
SMILES	NALP3 yeast inh	Apaf1 inhib	mIAP block	tim10-1 inh	hIAP inh	hIAP activ	ATG4B inhibitor	TIM10 inh	mIAP activ
Cc1ccc(NC(=O)COC(=O)CCc2ccc(S(=O)(=O)N3CCOCC3)cc2)cc1F	1	7	-13	21	6	0.94	-7	15	1.1
O=C(CN1C(=O)c2ccccc2S1(=O)=O)Nc1ncc(Cl)cc1Cl	11	-4	12	6	-31	1.3	8	6	0.88
CCOC(=O)c1c(S(=O)(=O)NCC(=O)Nc2cccc(F)c2)c(C)n(C)c1C	15	4	2	9	-12	1.1	-6	11	0.98
COc1ccccc1/C=N\Nc1cc(C)nc(-n2nc(C)cc2C)n1	26	4	5	6	-18	1.2	-1	1	0.95
COc1ccc(NC(=O)C(=O)NCc2ccncc2)c(OC)c1	15	0	8	13	-4	1	-8	-14	0.92
O=C(CN1C(=O)NC2(CCc3ccccc32)C1=O)c1ccc(Br)cc1 (stereo not given)	14	6	5	11	7	0.93	11	5	0.95
CC(=O)c1cccc(NC(=O)NNC(=O)c2ccc3ccccc3c2)c1	-1	7	12	2	-41	1.4	-3	1	0.88
C=CCn1c(CCNC(=O)C(C)(C)C)nc2ccccc21	-13	-2	-5	12	0	1	-12	13	1
COc1ccccc1NC(=O)CSc1nccc(-c2ccco2)n1	28	6	-10	3	-2	1	-7	-14	1.1
Oc1ccc(-c2csc(Nc3ccccn3)n2)cc1O	12	7	62*	22	-1	1	-13	10	0.38
CN(C)c1nc(N)nc(-c2nc3ccccc3s2)n1	9	2	-16	13	-18	1.2	-3	5	1.2
Cc1ccc(C(=O)Nc2ccc3c(c2)ncn3C)cc1	10	15	6	0	-2	1	-7	25	0.94
Cc1ccc(OCC(=O)NNC(=S)NC(=O)C2CC2)c(C)c1	42	-5	8	20	-56	1.6	.	-6	0.92
CCOC(=O)c1cc(S(=O)(=O)N2CCN(C3CCCCC3)CC2)cn1C	18	6	7	-6	8	0.92	-2	-8	0.93
O=C(c1cc2cc(Br)ccc2[nH]1)N1CCc2ccccc21	11	3	3	-11	22	0.78	-5	3	0.97
CCn1nc(C)c(/C=N/NC(=O)Cn2nc(C)cc2C)c1C	10	-11	-4	-2	13	0.87	-1	6	1
Cc1csc(SCC(=O)NC2CCC(C)CC2)n1 (stereo not given)	7	0	4	-1	6	0.94	3	-4	0.96
CC(C)C(=O)Nc1ccc(NC(=O)c2cc3ccccc3o2)cc1	2	9	8	4	-3	1	2	37	0.92
COc1cccc(CN(C)C(=O)C2CC(=O)N(c3ccc4c(c3)OCCO4)C2)c1 (stereo not given)	14	-6	-5	10	8	0.92	0	3	1
COc1cc(CN2CCNC(=O)C2CC(=O)N2CCCN(C(C)=O)CC2)cc(OC)c1 (stereo not given)	18	1	-7	0	-1	1	22	-4	1.1
C[n+]1ccc(/C=C/c2c[nH]c3ccc(F)cc23)cc1	1	7	-9	6	-4	1	-3	0	1.1

From PubChem BioAssay
